From PubChem
FBW7 act = human FBW7 E3 ligase activation, primary screen | Q969H0 | AlphaScreen FBW7–phospho-cyclin E peptide binding, activator screen | normalized activity (activation), % at 26.1 µM | 650,000 tested, 0.13% active; in the data active = normalized activity above about 1.9%;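 also: purified mutant Fbw7 with reduced substrate affinity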
Target sequence (Q969H0 whole entry, looked up): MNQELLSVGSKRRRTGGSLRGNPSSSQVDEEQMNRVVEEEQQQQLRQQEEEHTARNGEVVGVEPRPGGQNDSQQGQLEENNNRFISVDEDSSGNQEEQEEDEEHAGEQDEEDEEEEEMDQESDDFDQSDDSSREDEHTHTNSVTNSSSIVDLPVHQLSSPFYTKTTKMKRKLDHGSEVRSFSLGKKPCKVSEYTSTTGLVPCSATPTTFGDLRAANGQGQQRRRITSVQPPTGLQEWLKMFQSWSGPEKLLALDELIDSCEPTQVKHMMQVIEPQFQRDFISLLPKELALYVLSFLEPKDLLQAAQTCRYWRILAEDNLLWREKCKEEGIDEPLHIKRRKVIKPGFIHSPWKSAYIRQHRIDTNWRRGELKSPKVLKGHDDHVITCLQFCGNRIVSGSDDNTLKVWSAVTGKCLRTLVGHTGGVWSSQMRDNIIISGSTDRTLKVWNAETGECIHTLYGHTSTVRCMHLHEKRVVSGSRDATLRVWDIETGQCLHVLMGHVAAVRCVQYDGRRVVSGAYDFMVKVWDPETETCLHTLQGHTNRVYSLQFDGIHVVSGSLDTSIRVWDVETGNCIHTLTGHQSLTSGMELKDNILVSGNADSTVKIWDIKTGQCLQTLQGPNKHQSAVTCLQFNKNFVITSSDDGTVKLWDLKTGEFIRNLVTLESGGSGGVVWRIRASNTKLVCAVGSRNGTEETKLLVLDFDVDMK
TEAD-YAP block = TEAD-YAP interaction inhibition; HEK-TIYL cells, TEAD-Gal4/YAP UAS-luciferase luminescence; inhibition, % at 9.12 µM; 640,000 tested, 1.4% active; AID 1259422; in the data active = inhibition above about 32%;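 also: 0% = median of test compound wells and 100% = reference inhibitor wells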
MITF inh = inhibitors of human MITF | inhibition, % at 2.6 µM | AlphaScreen MITF homodimerization, bead proximity signal | O75030 | 650,000 tested, 0.91% active | AID 1259374; in the data active = inhibition above about 50%;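 also: 0% = vehicle wells with protein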
GPR151 ag = activators of human GPR151; Q8TDV0; PathHunter beta-arrestin GPR151 cells, luminescence; activation, % at 11.2 µM; 650,000 tested, 1% active; AID 1508602; in the data active = activation above about 4.9%;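 also: 0% = median of compound wells and 100% = cells with positive control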
Target sequence (Q8TDV0 whole entry, looked up): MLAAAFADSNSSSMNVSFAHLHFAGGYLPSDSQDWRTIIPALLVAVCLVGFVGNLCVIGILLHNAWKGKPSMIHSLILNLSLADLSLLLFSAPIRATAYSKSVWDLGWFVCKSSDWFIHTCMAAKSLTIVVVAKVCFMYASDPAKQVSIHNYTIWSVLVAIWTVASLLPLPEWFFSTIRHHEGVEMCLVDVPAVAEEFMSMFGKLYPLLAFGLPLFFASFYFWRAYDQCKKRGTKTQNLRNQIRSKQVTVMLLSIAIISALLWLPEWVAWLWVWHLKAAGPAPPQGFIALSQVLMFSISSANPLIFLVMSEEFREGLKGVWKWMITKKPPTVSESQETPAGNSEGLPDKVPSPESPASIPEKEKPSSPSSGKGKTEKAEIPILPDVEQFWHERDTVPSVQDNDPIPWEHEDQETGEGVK
Numbers without * were called inactive; / = not tested or not shown.

Order of results: FBW7 act	TEAD-YAP block	MITF inh	GPR151 ag
- Cc1ccsc1CN1CCOc2ccc(CN3CCC(O)(c4cccnc4)CC3)cc2C1
→ 0.0	7	-2	1.0
- CCCCn1c(-c2ccccc2)cnc1SCC(=O)Nc1ccc(NC(C)=O)cc1
→ 0.8	2	8	-1.0
- CCCNC(=O)c1cccc(Nc2ccncc2)c1
→ 0.4	0	14	-0.5
- CN(Cc1ccccc1)C(=O)CSc1nc(N)cc(=O)[nH]1
→ 0.2	6	6	-0.2
- O=C(NCCc1ccccn1)c1cn2ccsc2n1
→ -0.7	-31	2	0.2
- CCOC(=O)c1c(C)oc2ccc(N(C(=O)c3ccncc3)S(=O)(=O)c3ccc(Cl)cc3)cc12
→ 0.0	2	-3	1.4
- CCCNC(=O)c1cccc(Nc2ccccn2)n1
→ -0.1	-17	13	0.0
- O=C(Nc1nc(-c2ccc(Cl)s2)cs1)c1ccc(Oc2ccccc2)cc1
→ 0.0	4	-12	-0.1
- COc1cccc(-c2cn3c(n2)sc2cc(C(=O)N4CCCC4)ccc23)c1
→ 0.4	-40	3	-1.8
- O=C(O)c1ccccc1N1C(=O)c2ccc(Cl)cc2C1=O
→ -0.2	0	5	-0.3
- N#Cc1ccc(NC(=O)COC(=O)Cc2ccc(Cl)c(Cl)c2)cc1
→ 0.1	1	18	1.7
- CCN(CC)C(=O)C1CCCN(c2nc(NCc3nc4ccccc4[nH]3)c3ncn(-c4ccccc4)c3n2)C1 (stereo unspecified)
→ -0.1	72*	7	-0.2
- COc1ccc2c(c1OC)C(=O)N(c1ccc(OC(F)(F)F)cc1)C2
→ -0.1	-22	1	-0.8
- COC(=O)/C=C\CCc1coc(/C=C\CNC(=O)OC)n1
→ 0.1	/	10	-1.5
- O=C(NCCCN1CCOCC1)c1ccc(Br)s1
→ 0.2	4	13	-1.0
- CCCCCCCC(=O)NCCOC(=O)c1cc([N+](=O)[O-])cc([N+](=O)[O-])c1
→ -0.1	4	0	-0.6
- Cc1ccc(NC(=O)c2cc(S(=O)(=O)N3CCc4ccccc43)ccc2F)cc1C
→ 0.6	11	19	1.7
- NC(=O)c1ccc(-c2ncc(C(=O)Nc3ccc(N4CCOCC4)cc3)s2)cc1
→ -0.1	-5	2	2.7
- S=C(NCC1CC2CC1C1OC21)Nc1ccccc1 (stereo unspecified)
→ -0.2	-8	-1	1.1
- COc1ccccc1N1CCN(S(=O)(=O)c2ccc(F)c(C(=O)Nc3ccc(Cl)cc3Cl)c2)CC1
→ -0.1	10	-3	-2.5
- Cc1ccc(CNC(=O)CCCCCn2c(SCc3ccccc3Cl)nc3ccsc3c2=O)cc1
→ 0.1	-5	-11	1.9
- O=C(NCc1ccc(Cl)cc1)c1c(O)c2cccc3c2n(c1=O)CCC3
→ 0.0	8	0	0.3
- O=C(/C=C/c1ccc([N+](=O)[O-])cc1)N1CCN(c2ccccc2)CC1
→ 0.0	-1	8	-0.6
- Cn1c(C2=C(O)CN(c3ccccc3)C2=N)nc2ccccc21
→ -0.1	2	7	0.6
- CCOc1ccccc1N1CCN(C(=O)c2ccc(Cl)cc2[N+](=O)[O-])CC1
→ 0.1	-4	-10	1.2
- CN(C)c1nc(Oc2ccc(OCc3ccccc3)nn2)nc(N(C)C)n1
→ 0.1	-6	-6	-0.2
- Cn1ccnc1C1(O)CCN(C(=O)C2(c3ccc(Cl)cc3)CCCC2)CC1
→ 0.1	-13	-13	3.0
- COc1ccccc1NC(=O)c1nnn(CC(=O)Nc2cccc(C)c2)c1N
→ -0.1	0	-1	1.3
- COc1ccc(-n2c(=O)[nH]c3c(C(N)=O)nc(C4CCCCC4)nc32)cc1
→ 0.1	0	18	-1.9
- S=c1[nH]nc(CCN2CCN(Cc3ccccc3)CC2)n1-c1ccccc1
→ 0.0	-9	4	-1.2

Ordered by length of the SMILES (highest first): some entries from above.
Order of results: FBW7 act	TEAD-YAP block	MITF inh	GPR151 ag
- COc1ccccc1N1CCN(S(=O)(=O)c2ccc(F)c(C(=O)Nc3ccc(Cl)cc3Cl)c2)CC1
→ -0.1	10	-3	-2.5
- CCCCCCCC(=O)NCCOC(=O)c1cc([N+](=O)[O-])cc([N+](=O)[O-])c1
→ -0.1	4	0	-0.6
- Cc1ccc(CNC(=O)CCCCCn2c(SCc3ccccc3Cl)nc3ccsc3c2=O)cc1
→ 0.1	-5	-11	1.9
- COc1ccc(-n2c(=O)[nH]c3c(C(N)=O)nc(C4CCCCC4)nc32)cc1
→ 0.1	0	18	-1.9
- NC(=O)c1ccc(-c2ncc(C(=O)Nc3ccc(N4CCOCC4)cc3)s2)cc1
→ -0.1	-5	2	2.7
- Cn1ccnc1C1(O)CCN(C(=O)C2(c3ccc(Cl)cc3)CCCC2)CC1
→ 0.1	-13	-13	3.0
- O=C(NCc1ccc(Cl)cc1)c1c(O)c2cccc3c2n(c1=O)CCC3
→ 0.0	8	0	0.3
- COc1ccccc1NC(=O)c1nnn(CC(=O)Nc2cccc(C)c2)c1N
→ -0.1	0	-1	1.3
- CN(C)c1nc(Oc2ccc(OCc3ccccc3)nn2)nc(N(C)C)n1
→ 0.1	-6	-6	-0.2
- Cn1c(C2=C(O)CN(c3ccccc3)C2=N)nc2ccccc21
→ -0.1	2	7	0.6
- S=C(NCC1CC2CC1C1OC21)Nc1ccccc1 (stereo unspecified)
→ -0.2	-8	-1	1.1
- O=C(NCCCN1CCOCC1)c1ccc(Br)s1
→ 0.2	4	13	-1.0

Further compounds follow:
Order of results: FBW7 act	TEAD-YAP block	MITF inh	GPR151 ag
- COc1ccc(N=C(Sc2nnc(C)s2)c2cccc(Br)c2)cc1
→ 0.4	-23	11	-2.4
- CC(=O)C(C)n1c(CN2CCN(C(=O)c3ccco3)CC2)nc2c1c(=O)n(C)c(=O)n2C (stereo unspecified)
→ -0.2	-5	9	-0.3
- C=CCNC(=O)C(=O)NCC(c1ccco1)N1CCN(c2ccccc2)CC1 (stereo unspecified)
→ 0.2	2	14	2.3
- CSc1cccc(C(=O)N2CC(=O)Nc3ccccc32)c1
→ -0.1	43*	-5	0.4
- CN1CCN(/N=C/c2ccc(C#N)cc2)CC1
→ -0.1	-6	2	-1.3
- COc1ccc(C(=O)NNC(=O)/C=C/c2ccccc2)cc1OC
→ -0.1	7	3	0.9
- C/C(N)=C(/C#N)C(=O)COC(=O)c1ccccc1C(=O)N(C)Cc1ccccc1
→ -0.1	0	-1	0.6
- OCC1(CCc2ccccc2)CCN(Cc2nc3ccccc3[nH]2)CC1
→ 0.3	8	14	-2.0
- Cc1sc2ncnc(N3CCN(Cc4ccc5c(c4)OCO5)CC3)c2c1C
→ 0.0	21	1	1.4
- O=C(Nc1ccccc1)N1CCC2(CC1)OCCc1c2[nH]c2ccccc12
→ 0.2	-25	20	-0.8
- COc1cccc(/C=N/NC(=O)c2cnccn2)c1
→ 0.0	-33	19	0.0
- Cc1cc([N+](=O)[O-])cc([N+](=O)[O-])c1N1CCCCC1
→ -0.5	-13	13	-0.3
- Cc1nc(N(C)c2ccc(C(C)C)cc2)c2c(C)c(C(=O)N3CCC(C)CC3)sc2n1
→ 0.1	3	3	1.5
- COc1cccc(/C=N/NC(=O)CC(=O)O)c1
→ 0.2	-5	3	0.5
- O=C(Nc1ccc(F)cc1)N1CCCCCC1
→ 0.1	-10	3	2.6
- O=C(Nc1ccc(Br)cc1Br)C1CCCC1
→ 0.3	1	18	-1.6
- Cc1ccc(S(=O)(=O)NC(C)C(=O)Nc2cc(C(F)(F)F)ccc2Cl)cc1 (stereo unspecified)
→ 0.0	-2	5	-1.3
- Cc1cc(NC(=O)CN2C(=O)C3CC=CCC3C2=O)no1 (stereo unspecified)
→ -0.1	0	9	-0.2
- O=C1CCCC2=C1C(c1ccc(Cl)cc1Cl)n1ncnc1N2 (stereo unspecified)
→ 0.2	0	-1	0.4
- O=C(COc1ccc([N+](=O)[O-])cc1)c1ccc(OC(F)F)cc1
→ -0.1	5	3	0.1
- CCOC(=O)c1nc(N2CCN(c3ccc(F)cc3)CC2)c2c3c(sc2n1)CCCC3
→ 0.0	6	-13	0.1
- Cc1ccc(NC(=O)C2CCCN2C(=O)OCc2ccccc2)c(O)c1 (stereo unspecified)
→ 0.2	7	5	1.3
- O=C(CCn1cnc2ccccc21)N1CCc2c(nc(N3CCOCC3)[nH]c2=O)C1
→ 0.1	-2	-8	0.4
- COC(=O)c1ccccc1OC(=O)c1ccccc1[N+](=O)[O-]
→ -0.1	6	9	-0.1
- OCCn1c(CSc2nnnn2-c2ccc(O)cc2)nc2ccc(Cl)cc21
→ -0.1	1	0	2.8
- Nc1cccc2c1C(=O)N(C(=O)Cc1cccs1)C2=O
→ 0.5	-9	5	-1.0
- CCN(CC)C(=O)C1CCCN(c2ncc(C(=O)NC3CCN(Cc4ccccc4)CC3)s2)C1 (stereo unspecified)
→ 0.1	-2	-6	1.9
- COc1ccc(Oc2nc3c(C)cccn3c(=O)c2/C=C(\C#N)C(=O)NC2CCCC2)cc1
→ 0.0	-5	-1	-0.2
- CCN1CCN(CCCN2C(=O)C3C(C(=O)Nc4cccc(SC)c4)C4C=CC3(O4)C2C(=O)NC2CCCC(C)C2C)CC1 (stereo unspecified)
→ -0.2	-5	3	-0.9
- CCN(CC)c1ccc(C(=O)NCC2CCCO2)cc1 (stereo unspecified)
→ 0.2	-50	-7	-0.1
- CC(C)(C)NC(=O)c1ccccc1NC(=O)c1ccccc1Cl
→ -0.1	-1	7	0.5
- COc1ccc(OCCCOc2ccc(C=O)cc2OC)cc1
→ 0.1	10	-11	-0.8
- Cc1cccc(C(C)(C)C)c1Sc1cc(N(C)CCO)c([N+](=O)[O-])c2nonc12
→ 0.1	6	9	1.4
- CN(C)c1ccc(C2C3=C(CC(c4ccc(Cl)cc4)CC3=O)Nc3ccccc3N2C(=O)CCC(=O)O)cc1 (stereo unspecified)
→ -0.1	-3	13	-0.3
- O=C(NCc1cccc(Cl)c1)c1ccco1
→ 0.3	6	8	0.2
- O=C(O)c1c2c(nc3ccccc13)/C(=C/c1ccccc1F)CN(Cc1ccccc1)C2
→ 0.2	0	8	0.0
- O=c1oc2ccc([N+](=O)[O-])cc2cc1-c1nnc(Nc2ccc(Oc3ccc4ccccc4c3Cl)c(Cl)c2)s1
→ 1.1	-3	-4	-2.2
- COc1ccc(CCn2c(-c3ccc4ccccc4c3)csc2=Nc2ccc(F)cc2)cc1OC
→ -0.2	12	6	0.8
- O=C(N/N=C/c1ccc(C(=O)O)cc1)C(=O)NC1CCCCC1
→ 0.0	3	-15	-0.9
- Cc1ccc(C(=O)NCCNC(=O)CN2CCOCC2)cc1
→ 0.6	-9	-3	0.2
- COc1ccc(-c2cc(C(=O)NCc3ccccc3)ccn2)cc1
→ 0.0	4	-3	0.6
- CCOc1cc(/C=C2/NC(=O)NC2=O)cc(I)c1OCC(=O)OC
→ -0.5	7	-4	1.2
- CCOC(=O)c1c(NC(=O)C(C)Sc2nnc(CNC(=O)c3cccc(OC)c3)n2-c2ccc(OCC)cc2)sc2c1CCC2 (stereo unspecified)
→ 0.0	-6	0	-0.6
- COC(CNC(=O)c1cc(Sc2ccc(Cl)cc2)nc2ccccc12)OC
→ -0.1	13	-22	-0.6
- Cc1ccc(C(=O)Nc2cnn(-c3ccc(C(=O)NCCc4cnccn4)cc3)c2)c(C)c1
→ 0.2	10	21	0.6
- CCC/C=N/NC(=O)c1ccc(O)cc1
→ 0.0	-18	10	-0.8
- Cc1cc(C)c2c(n1)nn1c(C3CC3)cc(C(F)(F)F)nc21
→ 0.0	4	1	-1.7
- COc1ccc(CCN(C(=O)c2cccc(F)c2)C2CC(=O)N(c3ccc(Cl)cc3)C2=O)cc1OC (stereo unspecified)
→ 0.1	7	5	0.4
- O=c1nc(Sc2ccccc2)nc(N2CCOCC2)[nH]1
→ 0.0	13	0	3.0
- O=C(CCc1nnc(CCCCc2ccccc2)o1)NCCCOc1cccnc1
→ -0.1	-1	5	-0.8
- CSc1ccccc1C(=O)C1CCCN(C(=O)c2cccc(N3CCNC3=O)c2)C1 (stereo unspecified)
→ -0.2	-2	-1	-0.9
- c1ccc(-n2nnnc2NCC2CCCCC2)cc1
→ -0.1	3	-5	2.0
- CCCN(C(=O)Cc1c(C(=O)O)n(C)c2ccccc12)c1cccc(C)c1
→ 0.1	9	2	0.0
- CC(NC(=O)COC(=O)c1ccc(Cl)cc1N)C1CC2CCC1C2 (stereo unspecified)
→ 0.1	-3	3	3.3
- O=C(COC(=O)c1c(F)cccc1F)NCc1cccs1
→ -0.1	-10	-3	-1.6
- Cc1nc(SCC(=O)c2ccc(Br)s2)nc(C)c1C
→ -0.1	-3	-11	3.7
- CC1CCC(C(C)C)C(OC(=O)c2ccco2)C1 (stereo unspecified)
→ -0.1	-3	-2	-1.4
- CCN1CCN(C(=O)c2cc3c(=O)n4ccccc4nc3n2C)CC1
→ -0.1	2	9	-1.1
- CCOC(=O)c1cc2oc(C)cc2n1CC(=O)NCc1ccccc1OC
→ -0.1	-3	8	2.1
- Cc1ccc(C(=O)c2ccc(Br)cc2)cc1S(=O)(=O)Nc1ccc(Cl)cc1
→ -0.1	10	4	0.0

The list continues:
Order of results: FBW7 act	TEAD-YAP block	MITF inh	GPR151 ag
- COCc1[nH]nc2c1C(c1cccc(Cl)c1Cl)C(C#N)=C(N)O2 (stereo unspecified)
→ 0.0	9	13	-0.8
- COc1cc(CNc2ccccc2SC)cc([N+](=O)[O-])c1O
→ -0.1	-2	0	-0.6
- CC(=O)Nc1ccc(S(=O)(=O)NCC2CCC(C(=O)NC3CCCCCC3)CC2)cc1 (stereo unspecified)
→ 0.0	6	6	0.8
- C=CCn1c(=NC(=O)CC)sc2cccc(OC)c21
→ 0.0	-4	-8	3.8
- O=C1c2cccc([N+](=O)[O-])c2C(=O)N1CNc1ccc(Cl)cc1
→ -0.3	-31	-4	-1.7
